Gli-Sufu block: blocks Gli-Sufu signaling in a luciferase reporter; 0.74% of 340,000 active; Sufu-KO-LIGHT fibroblasts, Gli luciferase reporter luminescence; inhibition, % at 5 µM;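 active = inhibition above about 55%, limit read from the data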;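 also: 0% = DMSO-treated cells and 100% = wells with medium but no cells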
EBI2 antag: blocks human EBI2 receptor beta-arrestin signaling. P32249. EBI2 beta-arrestin recruitment, luminescence, 7a,25-OHC stimulated. inhibition, % at 5 µM. 0.81% of 360,000 active. AID 651636; in the data active = inhibition above about 38%;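 also: enzyme fragment complementation signal reports receptor beta-arrestin coupling in cells; 0% = agonist plus DMSO wells and 100% = wells without agonist; some results beyond the cut were filed as inactive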
Target sequence (P32249 whole entry, looked up, the tested form may be a part): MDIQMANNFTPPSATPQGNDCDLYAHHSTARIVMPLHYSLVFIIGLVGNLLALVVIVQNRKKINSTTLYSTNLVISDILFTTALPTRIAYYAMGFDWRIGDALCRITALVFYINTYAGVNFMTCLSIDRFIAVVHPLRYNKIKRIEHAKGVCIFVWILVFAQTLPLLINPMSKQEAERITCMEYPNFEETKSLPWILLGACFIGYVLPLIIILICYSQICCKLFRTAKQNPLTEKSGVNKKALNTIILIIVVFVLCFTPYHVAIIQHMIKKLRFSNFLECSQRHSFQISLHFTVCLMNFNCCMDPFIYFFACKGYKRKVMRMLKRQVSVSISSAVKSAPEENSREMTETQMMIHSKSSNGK
ATG4B inhibitor: inhibitors of human ATG4B cysteine protease. AID 504462. inhibition, % at 8.33 µM. ATG4B cleavage of LC3-PLA2, NBD-HPC fluorescence, 1 h. 0.51% of 340,000 active. Q9Y4P1; in the data active = inhibition above about 40%
UBC13 inh: human UBC13 polyubiquitination inhibition; P61088; UBC13 polyubiquitin chain formation, TR-FRET; inhibition, % at 20 µM; 0.47% of 330,000 active; AID 485273; in the data active = inhibition above about 45%, passing the limit was not always enough
APJ antagonist: APJ receptor antagonism; inhibition, % at 20 µM; P35414; 0.32% of 330,000 active; CHO-K1 APJ beta-arrestin complementation, luminescence;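 active = inhibition above about 40% at 20 µM, limit read from the data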;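 also: cells challenged with 10 nM apelin-13 agonist together with compound; plate controls were apelin-13 plus DMSO wells for no effect and DMSO wells lacking apelin-13 for full effect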
APJ ag: agonists of human APJ apelin receptor. P35414. CHO-K1 APJ PathHunter beta-arrestin, luminescence; 0% DMSO wells, 100% apelin. activation, % at 20 µM. 0.11% of 330,000 active;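 active = activation more than six SD over the plate average, tested at 20 µM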;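 also: 0% = DMSO alone and 100% = apelin-13 at 10 nM; some results filed as inactive read as strong as hits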
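Material: CHO-K1 APJ beta-arrestin complementation cell line; Input: cell density 1000 per well; Incubation: compound stimulation 90 min at 25 °C, detection 60 min; Signal: luminescence from split beta-galactosidase complementation, Galacton Star/Emerald II substrate; Controls: DMSO-only wells as negative, 10 nM Apelin-13 as positive control.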
CCR6 antag: antagonists of human CCR6 receptor | P51684 | CHO-K1 CCR6 PathHunter beta-arrestin, luminescence, CCL20-stimulated | inhibition, % at 20 µM | 0.49% of 340,000 active | AID 493098;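 active = compounds whose inhibition of the agonist-driven luminescence signal at 20 µM reaches about 50%, limit read from the data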;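 also: cells stimulated with CCL20 at 14 nM final; plate controls were DMSO with CCL20 for no effect and DMSO without agonist for full effect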
Target sequence (P51684 whole entry, looked up): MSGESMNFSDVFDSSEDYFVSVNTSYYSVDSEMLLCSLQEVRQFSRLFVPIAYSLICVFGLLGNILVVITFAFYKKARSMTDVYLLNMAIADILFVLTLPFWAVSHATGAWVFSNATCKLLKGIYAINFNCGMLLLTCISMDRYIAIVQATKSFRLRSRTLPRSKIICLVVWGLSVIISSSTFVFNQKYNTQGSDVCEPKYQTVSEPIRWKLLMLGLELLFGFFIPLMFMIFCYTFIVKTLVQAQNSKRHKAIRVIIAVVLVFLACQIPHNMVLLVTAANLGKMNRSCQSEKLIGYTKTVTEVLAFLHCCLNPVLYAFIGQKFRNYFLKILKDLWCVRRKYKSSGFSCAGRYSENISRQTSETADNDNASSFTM
CXCR6 inh: blocks human CXCR6 beta-arrestin recruitment; CHO-K1 PathHunter CXCR6 beta-arrestin, luminescence; AID 602244; inhibition, % at 20 µM; O00574; 0.36% of 360,000 active; in the data active = inhibition above about 34%, passing the limit was not always enough;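 also: antagonist mode with CXCL16 agonist at 10 nM final; 0% = 10 nM CXCL16 with DMSO and 100% = unstimulated wells without agonist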
Target sequence (O00574 whole entry, looked up): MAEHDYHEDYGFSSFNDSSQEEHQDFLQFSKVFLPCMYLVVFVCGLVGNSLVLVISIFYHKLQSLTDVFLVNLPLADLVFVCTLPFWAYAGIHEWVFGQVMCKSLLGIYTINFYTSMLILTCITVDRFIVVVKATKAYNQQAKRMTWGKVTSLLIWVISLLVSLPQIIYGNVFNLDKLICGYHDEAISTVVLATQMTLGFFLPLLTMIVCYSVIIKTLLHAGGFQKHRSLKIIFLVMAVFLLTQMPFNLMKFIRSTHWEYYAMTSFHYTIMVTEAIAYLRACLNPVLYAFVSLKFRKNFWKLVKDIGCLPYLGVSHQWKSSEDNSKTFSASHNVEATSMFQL
* = called active by the depositor; / = not tested or not shown.

cpd	compound	Gli-Sufu block	EBI2 antag	ATG4B inhibitor	UBC13 inh	APJ antagonist	APJ ag	CCR6 antag	CXCR6 inh
1	CCOC(=O)c1cc2c(C)n(-c3ccc(N(C)C)cc3)c(C)c2cc(C(=O)OCC)c1=O	2	5	3	6	2	0	18	-3
2	CCCCC(=O)N1CC(=O)Nc2ccc(F)cc2C1c1ccc(F)cc1 (centres undefined)	9	-11	0	-11	-4	-1	8	8
3	Cc1csc(=Nc2ccccc2)n1Cc1ccco1	-9	-4	13	5	15	-4	16	4
4	O=C(CNC(=O)c1ccco1)Nc1ccc2c(c1)OCCO2	10	-5	7	-8	4	8	4	8
5	COCCCNC(=O)/C(C#N)=C/c1c(N2CCCCCC2)nc2ccccn2c1=O	24	1	1	-3	12	-2	8	4
6	Cc1cc(C)n(-c2nc3ccccc3c(=O)n2OCc2ccc(Cl)cc2)n1	2	18	12	-1	4	-2	10	7
7	O=C(C[C@@H]1C/C=C\C[C@@H](Cc2ccc(F)cc2)C(=O)OC[C@@H]2CCCN2C1=O)NCCO	-7	-4	-3	-7	2	-3	0	-13
8	COc1ccc(/C=C2\SC(=O)N=C2N)cc1OC	2	-5	-4	-11	-13	-5	10	-12
9	COc1ccc(C)cc1NC(=O)CN(Cc1nnc(-c2ccc(Cl)cc2)o1)C1CCCC1	-7	29	-12	4	14	-10	29	12
10	O=C(Nc1cccnc1Cl)c1cc(-c2ccco2)on1	-24	7	4	2	9	-4	-5	-15
11	Cn1c(=O)[nH]c(=O)c2c1nc(Br)n2CC(O)c1ccccc1 (centres undefined)	3	2	2	-8	14	-1	-4	6
12	Cc1cccc(NC(=S)NC(=O)CCc2ccccc2)c1C	0	2	9	5	-13	3	1	5
13	CCOc1ccc(CC(=N)C2=C(O)CC(C)(C)CC2=O)cc1OCC	0	-2	-10	-8	-16	2	-3	-3
14	COc1ccccc1N1CCN(C(=O)CCC(=O)O)CC1	5	-6	-1	8	-4	-1	3	-16
15	COc1ccc(Cc2nc3ccc(C(=O)NCC(C)(C)OC)cc3o2)cc1	-16	-2	-8	5	-18	-2	7	-3
16	O=C(c1cccs1)n1nc(-c2cccnc2)nc1NCc1ccco1	-5	-6	7	/	/	/	15	7
17	CCn1cc(/C=C(\NC(=O)c2ccc(OC)cc2)C(=O)N2CCOCC2)c2ccccc21	-4	-10	-2	-14	20	-2	7	0
18	CCCCN1C(=S)SC(C)(C)C1/[N+]([O-])=C/c1ccc(S(=O)(=O)NC)cc1 (centres undefined)	3	9	-9	11	-9	-5	14	2
19	COc1ccc2c(C)cc(SCC(=O)c3ccc4c(c3)OCO4)nc2c1	64*	5	-11	-2	17	1	-6	2
20	O=[N+]([O-])c1ccccc1NCc1ccc(Cl)cc1	-28	/	10	1	19	-3	29	/
21	COc1ccc(Nc2ncnc3sc(-c4ccccc4)cc23)cc1	8	10	12	13	-10	-3	4	-4
22	CC(C)(C)S(=O)(=O)/C(C#N)=C/Nc1ccccn1	6	-10	3	-5	19	-3	6	2
23	COC(=O)[C@@]12CCCCN1[C@H](c1ccc(-c3ccccc3)cc1)[C@@H]1C(=O)N(C)C(=O)[C@@H]12	83*	9	2	17	-34	-3	1	6
24	CN(C(=O)c1nn(C)c2c1CSc1ccccc1-2)c1ccc(F)cc1	-3	-1	-5	-10	1	-1	1	5
25	CN(C)CCNC(=O)c1cc2c(s1)-c1ccccc1OC2	-6	-8	-1	29	-13	0	27	16
26	Cc1cccc(C)c1NC(=O)CSCC(=O)O	-2	-16	9	1	11	2	-3	-1
27	O=C(Nc1ccc(-c2nc3ccc(NC(=O)c4cccs4)cc3[nH]2)cc1)c1cccs1	25	-23	1	41	-4	0	11	-5
28	CCC1(C)Cc2ccccc2C(=S)N1 (centres undefined)	-25	6	-8	4	-3	-3	12	-3
29	CC(C)Oc1ccccc1C(=O)NC(CO)C(=O)O (centres undefined)	0	-11	2	2	3	-2	0	-3
30	CCCn1c(N)c(Sc2ccc(C)cc2)c(=O)n(CCC)c1=O	-3	11	-7	16	5	-5	16	3
31	Cc1nn(-c2ccccc2)c2sc(C(=O)OC3CCOC3=O)cc12 (centres undefined)	-9	2	-13	17	-9	-1	6	1
32	CCc1ccc(OCC(=O)NC(NC(=S)Nc2ccc(Cl)cc2)C(Cl)(Cl)Cl)cc1 (centres undefined)	5	8	10	-15	-6	5	-6	-8
33	C#CCOCCOCCOCCNc1nc(N2CCN(C(=O)Cn3cc(CCO)nn3)CC2)nc(N2CCN(C(=O)[C@H]([C@@H](C)O)n3cc(CCCCN)nn3)CC2)n1	3	-14	-11	5	11	0	-2	-7
34	CCC1CCC2(CC1)NC(=O)N(CC(=O)NCc1ccccc1Cl)C2=O (centres undefined)	2	10	1	10	9	0	4	1
35	c1cc(-c2nsc(-c3ccncc3)n2)ccn1	-4	4	3	6	20	0	-5	-4
36	CCC1(CC)NC(=O)N(CC(=O)NC(=O)NCc2ccccc2)C1=O	4	-5	-6	0	12	0	-4	0
37	COc1ccc(OC)c(C(C(=O)NC2CCCCC2)N(C(=O)c2snc(C(N)=O)c2N)c2ccccc2OC)c1 (centres undefined)	11	24	-4	-6	13	-1	6	6
38	CC1(C)Cc2ccccc2C(N/N=C/c2cccc(F)c2)=N1	-46	-3	10	5	-11	0	15	2
39	CNC(=O)Nc1cc(C(F)(F)F)cc(C(F)(F)F)c1	9	-2	2	6	12	-2	-2	-7
40	CC(C)Nc1c(N)c(=O)oc2ccccc12	-2	-10	-1	7	0	-7	12	-4
41	COc1ccc(C(C#N)Nc2ccccc2OC)cc1 (centres undefined)	25	-9	4	-8	5	1	11	1
42	NC(=S)NNc1c(F)c(F)c(F)c(F)c1F	1	3	-9	-6	-5	0	-12	0
43	O=C(Nc1cc(C(F)(F)F)ccc1N1CCOCC1)c1ccc2ccccc2n1	6	44*	-10	-2	21	-3	6	1
44	COc1cc(C(=O)OCC(=O)Nc2cccc(S(=O)(=O)N3CCOCC3)c2)ccc1OCC(C)C	-1	12	-14	-1	-4	-1	8	-6
45	O=C(CSc1ncnc2sccc12)Nc1ccccc1F	-1	0	-4	-1	9	-1	10	-1
46	O=C(/C=C/c1cccs1)NCc1ccc2c(c1)OCO2	17	15	0	1	6	-5	21	-1
47	Fc1ccc(CSc2nnc(-c3cccnc3)o2)cc1	-28	-7	5	4	11	-2	21	-5
48	COCCCNC(=O)CCn1c(=O)c2ccccc2n(CC(=O)NCCC2=CCCCC2)c1=O	-3	-2	13	6	-3	-5	4	8
49	NC1=NC(=O)/C(=C/c2cc(Br)c(O)c(Br)c2)S1	-1	-1	-5	-13	11	-4	20	8
50	COc1cc(N(C)C)c([N+](=O)[O-])cc1C(=O)NC(C)CNc1ccc([N+](=O)[O-])cc1Cl (centres undefined)	16	22	1	-26	1	-1	21	5

(continued)
cpd	compound	Gli-Sufu block	EBI2 antag	ATG4B inhibitor	UBC13 inh	APJ antagonist	APJ ag	CCR6 antag	CXCR6 inh
51	CN(CC(=O)Nc1ccc(Cl)cc1)C(=O)CNC(=O)c1ccc2c(c1)OCO2	-2	-1	-1	0	-23	3	4	-3
52	O=C(CC1C(=O)NCCN1C(=O)Nc1ccccc1)Nc1cc(Cl)cc(Cl)c1 (centres undefined)	-4	-10	-7	2	-15	8	-24	-11
53	CCOc1ccc(NC(=O)CSc2nnc(C3CC3)n2C)cc1S(=O)(=O)N1CCCCC1	-2	-1	-4	1	1	-3	8	-4
54	COc1ccc(-c2c(C)nn3c(N4CCCCCC4)cc(C)nc23)cc1OC	7	-2	6	1	22	-5	8	-4
55	CCCn1nc(C(=O)OCn2nnc3ccccc3c2=O)c2ccccc2c1=O	-7	-2	-2	10	29	-2	3	-3
56	C/C(=N\Nc1ccc(C(=O)c2c(C)cc3ccccn23)cc1[N+](=O)[O-])c1ccc(O)cc1	1	40	-3	-77	17	-5	41	47*
57	Cn1nnnc1SCc1nnc(-c2ccc(Cl)cc2)o1	-12	-5	3	1	-14	-1	-8	-1
58	O=C(CSc1n[nH]c(-c2cccnc2)n1)Nc1ccc([N+](=O)[O-])cc1	11	1	-3	-2	-6	-3	10	2
59	COc1ccc(/C=N/NC(=O)c2[nH]nc3c2CCc2ccccc2-3)cc1OC	17	5	-11	4	9	0	0	-3
60	COc1ccccc1CNC(=O)CCNS(=O)(=O)c1ccc2[nH]c(=O)oc2c1	57*	6	7	-7	16	2	9	-7
61	Cc1noc(C)c1CN(C(=S)NC(C)C)c1ccccc1	3	-10	-4	-5	5	0	-14	5
62	COc1cccc(CSCC(=O)NCCc2ccccc2)c1OC	-20	2	-4	2	-1	-2	22	3
63	CCC(CC)C(=O)NCCc1ccc(OC)cc1	-2	-7	-3	2	5	-1	-13	2
64	COc1ccc(-n2c(=S)[nH]c3sc(-c4ccccc4)cc3c2=O)c(OC)c1	3	7	-4	-20	16	-2	19	11
65	CC(C)Cn1c(NCCO)nc2ccccc21	17	-22	6	4	9	-2	4	6
66	CO/N=C(/COc1ccc(F)cc1)c1ccc(OC)cc1	1	0	6	6	7	-3	10	2
67	COc1cc(Br)cc(/C=N/NC(=O)Cc2ccc(C(F)(F)F)cc2[N+](=O)[O-])c1O	5	20	14	-5	1	-1	-5	-10
68	COc1ccc(CN2C3CCCC2CC(NC(=O)Nc2ccccc2)C3)cc1 (centres undefined)	7	-12	0	7	-4	3	7	-2
69	O=C(NCCN1CCN(c2ccccc2F)CC1)c1cccn2c(=O)c3ccccc3nc12	6	-1	-4	-4	22	-1	22	20
70	CCOC(=O)c1sc(NC(=O)c2ccccc2OC)nc1C	-82	14	3	17	22	-4	5	11
71	CC1(C)Cc2nc3sc4c(=O)n(Cc5ccccc5)cnc4c3cc2CS1	4	12	-2	2	59*	-1	12	2
72	Cc1cc(=O)oc2cc(OCC(=O)NC3CCCCC3)ccc12	0	-9	-3	3	9	-2	6	7
73	Cc1c(C(=O)Nc2ccc(Cl)cn2)oc2ccccc12	-5	7	-5	-9	8	-1	1	3
74	Cn1c(CCCNC(=O)c2cccs2)nc2ccccc21	0	-13	-4	-7	-12	2	1	5
75	CC(=O)Nc1ccc(OCC(O)CNC2CCCC2)cc1 (centres undefined)	15	-4	-8	1	0	-3	2	3

Only ATG4B inhibitor (four entries from above):
| entry | SMILES | ATG4B inhibitor |
| --- | --- | --- |
| 24 | CN(C(=O)c1nn(C)c2c1CSc1ccccc1-2)c1ccc(F)cc1 | -5 |
| 25 | CN(C)CCNC(=O)c1cc2c(s1)-c1ccccc1OC2 | -1 |
| 26 | Cc1cccc(C)c1NC(=O)CSCC(=O)O | 9 |
| 27 | O=C(Nc1ccc(-c2nc3ccc(NC(=O)c4cccs4)cc3[nH]2)cc1)c1cccs1 | 1 |

More records
cpd	compound	Gli-Sufu block	EBI2 antag	ATG4B inhibitor	UBC13 inh	APJ antagonist	APJ ag	CCR6 antag	CXCR6 inh
76	Cc1cc(N)nc(SCC(=O)N2C(C)CCCC2C)n1 (centres undefined)	-4	-3	-6	2	8	-1	16	-1
77	N=c1c(C(=O)NC2CCCCC2)cc2c(=O)n3ccccc3nc2n1Cc1cccnc1	23	13	-2	12	14	-4	7	5
78	CCOc1ccc(S(=O)(=O)/N=C(\N)c2ccccc2)cc1	10	-5	-8	-4	4	0	8	-11
79	COc1ccc(C(=O)Nc2ccc(C(=O)Nc3cccnc3)cc2)cc1	-28	-7	0	8	18	-2	10	-13
80	CC1CCC2(CC1)NC(=O)N(CC(=O)NCCc1c[nH]c3ccccc13)C2=O (centres undefined)	-3	7	-4	2	-1	-5	1	2
81	CN(C(=O)CC1C(=O)NCCN1C/C=C/c1ccccc1)C1CCOCC1 (centres undefined)	-7	2	0	9	5	0	10	-3
82	CCn1c(C)cc(C(=O)COC(=O)c2ccccc2[N+](=O)[O-])c1C	87*	-6	-6	8	2	0	0	-1
